# Screening data deposited in PubChem BioAssay by National Center for Advancing Translational Sciences (NCATS).
# EPAC2 agonist – agonists of human EPAC2 (RAPGEF4) | AID 720711 | Potency, µM (titrated, usually from 154 µM), for the others: at the highest dose activation, most hits filed as activators | 360,000 tested, 0.079% active | Q8WZA2 | EPAC2 activation, biochemical qHTS; response scale: 100% = 6.5 mM cAMP response; also: nearly all actives have a fitted effect of over 50% in size
#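 Readout is BODIPY fluorescence (480 nm excitation, 540 nm emission), which falls as labeled GDP is exchanged off Rap1B. EPAC2 at 100 nM acted on 250 nM RAP1B-BODIPY-GDP with 50 uM GDP present.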
# TDP-43 yeast inh – TDP-43 toxicity inhibition in yeast | TDP-43 expressing yeast growth rescue, BacTiter-Glo, 24 h | Potency, µM (series often up to 46.1 µM), for the others: top-dose growth rescue (activation), actives largely listed as activators | 410,000 tested, 1.8% active; also: % of control where 0% means no effect; nearly all actives have a fitted effect of over 50% in size
#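 Growth rescue of TDP-43-toxic yeast measured as ATP luminescence (BacTiter-Glo). Cells grown to mid-log in raffinose, induced in galactose at OD600=0.02, exposed to compound 24 hr at 30 deg C.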
# EPAC1 antagonist – blocks human EPAC1 exchange factor. 360,000 tested, 0.14% active. O95398. EPAC1 GEF assay, Rap1b-BODIPY-GDP exchange fluorescence. Potency, µM (titrated, usually from 115 µM), for inactives: top-dose activity change, negative = inhibition, actives largely listed as inhibitors;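 also: plate controls were vehicle for no effect and positive control for full effect; nearly all actives have a fitted effect of over 50% in size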
# Target sequence (O95398 whole entry, looked up): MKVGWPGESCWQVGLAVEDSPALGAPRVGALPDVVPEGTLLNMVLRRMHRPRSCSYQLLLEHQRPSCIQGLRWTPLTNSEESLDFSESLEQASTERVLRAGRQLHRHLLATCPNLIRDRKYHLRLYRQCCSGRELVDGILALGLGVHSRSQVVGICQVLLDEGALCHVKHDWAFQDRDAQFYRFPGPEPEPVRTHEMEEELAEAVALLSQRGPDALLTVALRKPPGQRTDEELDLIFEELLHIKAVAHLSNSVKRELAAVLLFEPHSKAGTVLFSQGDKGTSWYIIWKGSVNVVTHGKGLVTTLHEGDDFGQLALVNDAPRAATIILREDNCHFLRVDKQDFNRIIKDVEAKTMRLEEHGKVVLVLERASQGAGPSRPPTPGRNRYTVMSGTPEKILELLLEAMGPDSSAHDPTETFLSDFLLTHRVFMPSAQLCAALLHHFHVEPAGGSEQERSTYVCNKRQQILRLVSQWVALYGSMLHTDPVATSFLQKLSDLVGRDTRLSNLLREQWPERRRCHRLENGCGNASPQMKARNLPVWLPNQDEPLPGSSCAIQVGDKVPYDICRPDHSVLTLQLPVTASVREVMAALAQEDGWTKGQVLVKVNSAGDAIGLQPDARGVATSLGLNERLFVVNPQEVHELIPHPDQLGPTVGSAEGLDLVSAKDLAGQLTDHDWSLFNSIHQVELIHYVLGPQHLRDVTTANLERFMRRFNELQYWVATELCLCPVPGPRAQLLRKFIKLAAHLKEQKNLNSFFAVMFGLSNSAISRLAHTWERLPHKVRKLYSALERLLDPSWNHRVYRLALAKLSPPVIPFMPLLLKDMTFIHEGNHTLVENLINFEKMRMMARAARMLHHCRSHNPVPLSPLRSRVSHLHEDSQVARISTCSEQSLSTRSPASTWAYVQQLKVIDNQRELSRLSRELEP
# PTHR1 agonist – agonists of human PTHR1 parathyroid hormone receptor; Q03431; AID 743266; Potency, µM (doses to about 115 µM), for the others: top-dose activation, hits mostly activators; 410,000 tested, 0.075% active; HEK293 GP2 PTHR1 cells, GloSensor cAMP luminescence, 1 h; also: nearly all actives have a fitted effect of over 55% in size; some results filed as inactive show a strong effect at the top dose; inactives centre near -15; many of its hits are not listed in these tables
#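 HEK-293-derived GP2 cells expressing PTHR1 and a GloSensor cAMP reporter, 3,000/well, plated overnight, given luciferin plus IBMX (each 0.5 mM as added) for 1 h at 37 °C, then compound for 1 h at 37 °C. Luminescence was read after 15 min at room temperature.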
# EPAC2 antag – blocks human EPAC2 exchange factor; EPAC2 GEF exchange of Rap1B-BODIPY-GDP, fluorescence; Q8WZA2; 360,000 tested, 0.18% active; Potency, µM (doses to about 114 µM), for inactives: top-dose activity, negative = inhibition, usual class: inhibitors; also: % is scaled to controls: 0 for no effect and ±100 for the full control effect; nearly all actives have a fitted effect of over 45% in size; many of its hits are not listed in these tables
# FUS yeast rescue – FUS proteinopathy suppression in yeast; 390,000 tested, 0.24% active; Potency, µM (top dose mostly 76.6 µM), inactives show at the top dose growth rescue (activation), hits mostly activators; S. cerevisiae FUS-expressing, growth rescue, OD600, 24 h; AID 1347120;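 also: plate controls were DMSO vehicle for no effect and reference control for full effect; nearly all actives have a fitted effect of over 55% in size; some results filed as inactive show a strong effect at the top dose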
#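 Absorbance at 600 nm, taken 24hr after compound addition, measured rescue of FUS-yeast growth at 30C. Induction used 2% galactose with seeding at OD 0.005. Controls: CP55940 from 92uM final, DMSO only.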
# aSyn yeast inh – inhibitors of alpha-synuclein toxicity in yeast; Yeast expressing alpha-synuclein, growth rescue, BacTiter-Glo, 24 h; Potency, µM (titrated, usually from 46.1 µM), for the others: top-dose growth rescue (activation), most hits filed as activators; 370,000 tested, 0.14% active; AID 652106; also: % of control where 0% means no effect; nearly all actives have a fitted effect of over 65% in size
#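 Galactose-induced alpha-syn yeast (OD600=0.02, raffinose-pregrown) + pinned cpd, 24 hr, 30 deg C; growth by BacTiter-Glo luminescence. Growth restoration scores as activation.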
# EPAC1 agonist – EPAC1 (human) agonism | AID 720707 | O95398 | 360,000 tested, 0.073% active | EPAC1 agonist qHTS, biochemical assay; response scale: 100% = response to 6.5 mM cAMP | Potency, µM (top dose mostly 154 µM), without a hit: at the highest dose activation, hits mostly activators; also: nearly all actives have a fitted effect of over 60% in size
#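 EPAC1 100 nM, Rap1B–BODIPY-GDP 250 nM, unlabeled GDP 50 uM; compound titration; 5 min RT; kinetic read ex480/em540 at 5-min intervals ×30 min; data normalized to 6.5 mM cAMP agonist control.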
# The depositor's hits bear a star; i = inactive; ? = inconclusive; / = not tested or not shown; & = joins results of further samples; [ ] = remark or other dose. Calls follow the shape of the dose curve; as a rule, active = well fitted curve in the direction sought with a large enough effect; inconclusive = small, poorly fitted or top-dose-only effect, or another doubt; inactive = no such curve, though single readings can be large; an effect the other way counts as inactive or inconclusive. Potency is read from the fitted curve at half-maximal effect.
SMILES,EPAC2 agonist,TDP-43 yeast inh,EPAC1 antagonist,PTHR1 agonist,EPAC2 antag,FUS yeast rescue,aSyn yeast inh,EPAC1 agonist
CC(=O)N1CCN(Cc2ccc(Br)s2)CC1,5%,-5%,15%,i,2%,9%,1%,1%
O=C(NCCCN1CCOCC1)c1ccc(CS(=O)(=O)Cc2ccccc2Cl)o1,8%,-28%,17%,-2%[57.5 µM],21%,10%,?,-1%
COc1cc(OC)cc(C(=O)NNC(=O)c2cc(S(=O)(=O)N3CCOCC3)ccc2F)c1,8%,-24%,20%,?,3%,-9%,-8%,-4%
Cc1ccc(C(=O)Nc2ccccc2N2CCOCC2)cc1S(=O)(=O)N1CCOCC1,6%,27%,-6%,i,5%,30%,-2%,8%
Cc1ccc2cc3c(NC(=O)CC(C)C)nn(C)c3nc2c1,-17%,-7%,12%,i,26%,-2%,3%,-4%
CNc1n[nH]c(=S)s1,4%,-18%,-3%,?,10%,11%,-3%,-4%
COc1ccccc1N1CCN(C(=O)CN(Cc2ccc(Cl)cc2)S(C)(=O)=O)CC1,12%,17%,-4%,-20%[57.5 µM],-5%,35%,0%,4%
CCN1C[C@@H]2[C@@H]3C(=O)N(Cc4ccccc4)C(=O)[C@@H]3[C@](C)(C1=O)N2C(=O)c1ccc(Cl)c(Cl)c1,-1%,4%,-8%,i,-19%,30%,4%,9%
CCCCCCC(CC(=O)NCc1cccnc1)CC(=O)NCc1cccnc1,-6%,13%,10%,-12%,-5%,-15%,1%,-2%
CN(C)[C@@H](CO)c1nnc([C@H](CCC(=O)O)NC(=O)C2CCNCC2)o1,9%,9%,-3%,-19%,-4%,-27%,-5%,15%
CC(C)c1ccc(NC(=S)N2CCCC2)cc1,-13%,14%,-18%,i,-14%,6%,-11%,-9%
O=C(O)c1cc(-c2ccc3c(c2)OCCO3)n[nH]1,2%,-1%,-26%,-18%,6%,-6%,1%,6%
O=C(CNC(=O)c1ccc2c(c1)OCO2)NCc1cccs1,10%,-12%,8%,i,-1%,-10%,-4%,16%
O=C(CN1CCN(c2ccc(O)cc2)CC1)NC(=O)NCc1ccco1,?,-23%,4%,i,15%,/,0%,-11%
CCCc1cc(C(=O)Nc2ccc(C(=O)c3ccc(F)cc3)cc2)n(C)n1,6%,?,-4%,-30%[inhibitor],-16%,?,-23%,1%
O=C(c1ccc(OC2CCN(CCc3ccccc3)CC2)cc1)N1CCCCC1CCCO (centres undefined),13%,-5%,0%,i,-1%,13%,-1%,-1%
COC(=O)[C@@]1(Sc2ccc(C)cc2)CC(=O)N[C@@H]1c1ccc(C(F)(F)F)cc1,-5%,-14%,-5%,-37%[inhibitor],4%,-3%,-1%,-18%
C[C@H](CO)N1C[C@H](C)[C@@H](CN(C)CC2CCCCC2)Oc2c(NC(=O)C3CC3)cccc2C1=O,4%,9%,-4%,-9%,-18%,-14%,-10%,-14%
CN(Cc1cccc(-n2cccn2)c1)Cc1cn(C)nc1-c1ccccc1F,-2%,-9%,10%,i,-8%,0%,-6%,-3%
CCOC(=O)N1CCN(C(=O)Cn2nc(-c3ccc(Cl)cc3)ccc2=O)CC1,1%,18%,8%,-10%,11%,18%,5%,-8%

# Twelve successive entries already listed:
SMILES,EPAC2 agonist,TDP-43 yeast inh,EPAC1 antagonist,PTHR1 agonist,EPAC2 antag,FUS yeast rescue,aSyn yeast inh,EPAC1 agonist
CCCCCCC(CC(=O)NCc1cccnc1)CC(=O)NCc1cccnc1,-6%,13%,10%,-12%,-5%,-15%,1%,-2%
CN(C)[C@@H](CO)c1nnc([C@H](CCC(=O)O)NC(=O)C2CCNCC2)o1,9%,9%,-3%,-19%,-4%,-27%,-5%,15%
CC(C)c1ccc(NC(=S)N2CCCC2)cc1,-13%,14%,-18%,i,-14%,6%,-11%,-9%
O=C(O)c1cc(-c2ccc3c(c2)OCCO3)n[nH]1,2%,-1%,-26%,-18%,6%,-6%,1%,6%
O=C(CNC(=O)c1ccc2c(c1)OCO2)NCc1cccs1,10%,-12%,8%,i,-1%,-10%,-4%,16%
O=C(CN1CCN(c2ccc(O)cc2)CC1)NC(=O)NCc1ccco1,?,-23%,4%,i,15%,/,0%,-11%
CCCc1cc(C(=O)Nc2ccc(C(=O)c3ccc(F)cc3)cc2)n(C)n1,6%,?,-4%,-30%[inhibitor],-16%,?,-23%,1%
O=C(c1ccc(OC2CCN(CCc3ccccc3)CC2)cc1)N1CCCCC1CCCO (centres undefined),13%,-5%,0%,i,-1%,13%,-1%,-1%
COC(=O)[C@@]1(Sc2ccc(C)cc2)CC(=O)N[C@@H]1c1ccc(C(F)(F)F)cc1,-5%,-14%,-5%,-37%[inhibitor],4%,-3%,-1%,-18%
C[C@H](CO)N1C[C@H](C)[C@@H](CN(C)CC2CCCCC2)Oc2c(NC(=O)C3CC3)cccc2C1=O,4%,9%,-4%,-9%,-18%,-14%,-10%,-14%
CN(Cc1cccc(-n2cccn2)c1)Cc1cn(C)nc1-c1ccccc1F,-2%,-9%,10%,i,-8%,0%,-6%,-3%
CCOC(=O)N1CCN(C(=O)Cn2nc(-c3ccc(Cl)cc3)ccc2=O)CC1,1%,18%,8%,-10%,11%,18%,5%,-8%

# More compounds
SMILES,EPAC2 agonist,TDP-43 yeast inh,EPAC1 antagonist,PTHR1 agonist,EPAC2 antag,FUS yeast rescue,aSyn yeast inh,EPAC1 agonist
Cc1nnc(SCC(=O)NCC(=O)Nc2ccc(F)c(F)c2F)n1N,7%,-5%,-16%,i,4%,-11%,-1%,8%
O=C(/C=C/c1ccccc1)N1CCOCC1,0%,1%,0%,i,1%,-8%,2%,9%
Cc1cccc(OCCCN2C(=O)C(=O)c3cc(C)ccc32)c1,1%,14µM*,-14%,-20%,-20%,13%,0%,7%
Cc1cccc(NC(=O)N2CCC(n3nnc4cc(C)ccc43)CC2)c1,2%,15%,15%,i,-3%,-15%,-3%,2%
CCCc1cc(=O)oc2cc(C)cc(OCC(=O)N[C@@H](CSCc3ccccc3)C(=O)O)c12,0%,25%,-4%,-4%,?,26%,0%,-15%
Cc1cc(Cl)ccc1OCC(=O)N1C(C)CCCC1C (centres undefined),3%,-11%,7%,-34%[inhibitor],6%,18%,0%,0%
CC(OC(=O)CCc1c[nH]c2ccccc12)C(=O)c1ccccc1 (centres undefined),8%,35µM*,-13%,-3%,-10%,19%,6%,4%
O=C(CSc1nc(-c2ccccc2Cl)ns1)NCc1ccc2c(c1)OCO2,2%,-10%,14%,i,26%,-13%,0%,-8%
COc1ccc(NC(=O)/C(C#N)=C/c2ccc(-c3ccccc3C(=O)O)o2)cc1,3%,-2%,-2%,-15%,7%,-23%,-1%,4%
Cc1cc(C)c(C(N)=O)c(NCCc2ccccc2)n1,9%,-2%,5%,i,-1%,8%,2%,7%
O=C1c2ccccc2NC(c2ccco2)N1NS(=O)(=O)c1ccccc1 (centres undefined),8%,-15%[9.22 µM],3%,i,-3%,3%,-2%,1%
CCCCNC(=O)c1ccc(CNc2c(N3CCC(C(=O)OCC)CC3)c(=O)c2=O)cc1,-8%&-4%,24%&-8%,6%&6%,-9%[57.5 µM],7%&0%,27%,-3%&1%,-5%&8%
CCN(CC)c1ccc(C=C2C(=O)OC3(CCCC3)OC2=O)cc1,9%,24%,1%,-2%,3%,/,7%,0%
NC(=O)CCC(NC(=O)OCc1ccccc1)C(=O)OCC(=O)c1ccccc1 (centres undefined),17%,-5%,-15%,-18%,-7%,-4%,1%,11%
O=C(COc1ccc2ccc(=O)oc2c1)Nc1nccs1,12%,13%,-12%,-3%,-2%,4%,2%,4%
O=C(CNC(=O)c1ccc(F)cc1)N/N=C/c1cccnc1,8%,-15%,5%,i,-1%,-9%,-2%,1%
CCOC(=O)c1ccc(N2C(=O)C3CC=C(C)CC3C2=O)cc1 (centres undefined),-19%,3%,12%,-3%[57.5 µM],-8%[57.1 µM],-4%,-6%,-5%
CCOC(=O)c1c(-c2ccccc2)oc2ccc(O)c(CN3CCCC3)c12,12%,14%,-9%,-91%[inhibitor],-14%,22%,/,1%
COc1ccccc1N(CC(=O)Nc1ccccc1)S(=O)(=O)c1cccs1,7%,0%,-10%,-7%,-7%,/,15%,9%
O=C1c2cccc3cccc(c23)C(=O)N1CC1CCN(CC(O)COCc2ccc3c(c2)OCO3)CC1 (centres undefined),6%,10%,-7%,-51%[inhibitor],1%,10%,-1%,-2%

# Pulled by structure from the list above:
SMILES,EPAC2 agonist,TDP-43 yeast inh,EPAC1 antagonist,PTHR1 agonist,EPAC2 antag,FUS yeast rescue,aSyn yeast inh,EPAC1 agonist
O=C1c2ccccc2NC(c2ccco2)N1NS(=O)(=O)c1ccccc1 (centres undefined),8%,-15%[9.22 µM],3%,i,-3%,3%,-2%,1%
CCCCNC(=O)c1ccc(CNc2c(N3CCC(C(=O)OCC)CC3)c(=O)c2=O)cc1,-8%&-4%,24%&-8%,6%&6%,-9%[57.5 µM],7%&0%,27%,-3%&1%,-5%&8%

# (further entries)
SMILES,EPAC2 agonist,TDP-43 yeast inh,EPAC1 antagonist,PTHR1 agonist,EPAC2 antag,FUS yeast rescue,aSyn yeast inh,EPAC1 agonist
O=C(COc1ccc2oc(-c3ccco3)cc(=O)c2c1)N1CCCCC1,1%,11%,3%,-3%,6%,2%,1%,3%
O=C(OCC(=O)N1CCc2ccccc2C1)c1cc(=O)[nH]c2ccccc12,7%,11%,-3%,-15%,-10%,-22%,0%,8%
O=C(CN1C(=O)NC2(CCCCC2)C1=O)NCc1ccc2c(c1)OCO2,13%,3%,0%,-19%,0%,-25%,-9%,12%
COc1ccccc1C(CNC(=O)c1ccco1)N1CCCC1 (centres undefined),7%,11%,-12%,i,-1%,-7%,-1%,2%
COc1ccc(CCn2c(-c3ccco3)nc3ccccc3c2=O)cc1OC,8%,22%,5%,-20%[57.5 µM],1%,25%,?,5%
COc1ccc(Oc2c(-c3ccc(O)cc3O)n[nH]c2C)cc1,5%,-8%,0%,-15%[57.5 µM],-1%,7%,-7%,9%
COc1cccc(NC(=O)CN(C)C(=O)c2cccc(S(=O)(=O)N3c4ccccc4CC3C)c2)c1 (centres undefined),1%,20%,-6%,-1%,-5%,22µM*,4%,-3%
CN(C)CCNC(=O)c1ccccc1-c1ccccc1,-4%,15%,-17%,-1%[57.5 µM],2%,11%,7%,0%
CCCn1c(/C=C/c2cc[n+](C)cc2)nc2ccccc21,4%,0%,-1%,i,2%,-13%,5%,14%
COc1cc(C(=O)NCCOc2ccc(Cl)cc2)ccc1OCc1c(C)noc1C,1%,-19%,-2%,8%,-5%,/,-2%,1%

# These rows are one share of the data; count on the stated rates, not on these rows.
